MsrA inh = inhibits bovine methionine sulfoxide reductase A; purified bovine MsrA, absorbance read-out; inhibition, % at 15.5 µM; 360,000 tested, 0.75% active; AID 651718; in the data active means inhibition above about 4.5%;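 further: 0% = vehicle wells with enzyme and 100% = reference inhibitor wells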
FAS TE block = inhibitors of human fatty acid synthase thioesterase domain | P49327 | AID 602261 | recombinant FAS-TE, OMFH fluorogenic substrate, fluorescence endpoint | inhibition, % at 15 µM | 360,000 tested, 0.67% active;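 active means compounds whose normalised, plate-corrected inhibition of enzyme fluorescence in the single-dose primary screen is 50% or more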;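 further: 0% = DMSO with enzyme and 100% = substrate without enzyme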
bovine MsrA act = activates bovine MsrA enzyme | activation, % at 10.6 µM | AID 602163 | 360,000 tested, 0.3% active | purified bovine MsrA, absorbance read-out; in the data active means activation above about 7.5%;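 further: 0% = vehicle and 100% = reference activator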
CendR NRP1 mod = modulators of CendR peptide binding to human neuropilin-1; inhibition, % at 25 µM; 360,000 tested, 0.85% active; O14786; FAM-RPARPAR peptide binding to NRP-1, fluorescence polarization; AID 602438;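 active means inhibition or corrected inhibition above about 18%, plus a signal ratio from 0.5 to 1.5, limit read from the data, passing the limit was not always enough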; further: strong numbers were not always called active
SKN-1 block = blocks SKN-1 activity in C. elegans; C. elegans VP596 Pgst-4::GFP/RFP ratio, acrylamide-induced, 24 h; inhibition, % at 21.8 µM; 360,000 tested, 0.49% active; AID 624304;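 active means interference check ratio from 0.5 to 1.5 plus GFP to RFP signal ratio inhibition reaching or exceeding a fixed threshold, cut at about 30% in these data, passing the limit was not always enough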; further: some compounds called inactive have numbers as strong as hits
MT1-MMP act inh = inhibitors of human MT1-MMP activation. P50281. HT1080 RFP-PRO-GFP cells, GFP/RFP ratio fluorescence, overnight; percent of plate control window, DMSO zero. GFP/RFP ratio change, % at 20 µM. 360,000 tested, 0.061% active. AID 651647;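 active means GFP/RFP ratio change of at least 30% with cell ATP level not reduced by more than half and red fluorescence within 50% of control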; further: strong numbers were not always called active
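Assay system: HT1080 cells carrying an RFP-PRO-GFP reporter | Dosing: Single dose of 20 µM compound, 1% DMSO final | Incubation: Cells overnight before dosing, compound overnight, 37 °C, 5% CO2 | Evaluation: GFP/RFP fluorescence ratio | Control set: DMSO and RFP-L50D-GFP cell wells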
E coli Lon inh = inhibits E. coli Lon protease | inhibition, % at 7.94 µM | 360,000 tested, 0.42% active | purified E. coli Lon protease, fluorescence polarization; in the data active means inhibition above about 13%, passing the limit was not always enough;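 further: 0% = enzyme with probe and DMSO and 100% = no enzyme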
Target sequence (P0A9M0 whole entry, looked up): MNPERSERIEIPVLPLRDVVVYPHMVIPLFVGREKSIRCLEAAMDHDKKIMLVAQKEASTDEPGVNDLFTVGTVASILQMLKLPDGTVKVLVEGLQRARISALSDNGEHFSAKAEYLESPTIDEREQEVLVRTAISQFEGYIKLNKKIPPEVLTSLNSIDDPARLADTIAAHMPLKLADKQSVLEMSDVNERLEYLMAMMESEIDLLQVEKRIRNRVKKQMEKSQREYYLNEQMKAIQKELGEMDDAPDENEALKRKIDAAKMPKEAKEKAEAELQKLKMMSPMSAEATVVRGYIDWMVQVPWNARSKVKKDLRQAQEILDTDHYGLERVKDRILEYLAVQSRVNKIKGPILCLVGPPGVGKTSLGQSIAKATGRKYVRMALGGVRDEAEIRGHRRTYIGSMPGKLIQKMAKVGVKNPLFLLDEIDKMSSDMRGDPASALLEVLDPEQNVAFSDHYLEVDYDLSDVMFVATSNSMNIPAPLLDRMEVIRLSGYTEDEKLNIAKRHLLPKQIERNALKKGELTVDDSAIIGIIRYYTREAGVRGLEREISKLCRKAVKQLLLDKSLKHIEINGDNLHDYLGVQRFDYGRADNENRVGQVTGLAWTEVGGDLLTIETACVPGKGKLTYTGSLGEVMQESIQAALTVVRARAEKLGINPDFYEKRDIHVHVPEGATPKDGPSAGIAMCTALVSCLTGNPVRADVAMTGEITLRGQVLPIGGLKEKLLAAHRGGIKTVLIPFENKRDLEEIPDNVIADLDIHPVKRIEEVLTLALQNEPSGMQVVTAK
Tb MetRS inh = blocks T. brucei methionyl-tRNA synthetase activity; AID 624268; inhibition, % at 11.9 µM; purified T. brucei MetRS, ATP depletion, Kinase-Glo luminescence; 360,000 tested, 0.4% active;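 active means inhibition above a per-plate cutoff of the control wells' mean inhibition plus 3 SD, cut at about 5.5% in these data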;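 further: 0% = DMSO wells median and 100% = median of wells with control inhibitor compound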
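Dosing: 11.9 µM compound single dose, 0.9% DMSO; Assay system: purified T. brucei MetRS enzyme; Measured by: Kinase-Glo luciferase luminescence reporting remaining unconsumed ATP; Schedule: 15 min plus 2 h at 25 °C.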
PABP1 MLLE inh = inhibitors of microRNA-mediated deadenylation, human PABP1 MLLE binding; inhibition, % at 20 µM; 360,000 tested, 0.36% active; P11940; AID 588489; GST-MLLE / FITC-PAM2 fluorescence polarization; in the data active means inhibition above about 35%, passing the limit was not always enough;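 further: plate controls were DMSO wells with GST-MLLE for no effect and wells lacking GST-MLLE protein for full effect; some results filed as inactive read as strong as hits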
An asterisk follows results filed as active; · = not tested or not shown. Outcome played no part in choosing rows; 4% or so of the library scored in one or more.

Under each structure: MsrA inh	FAS TE block	E coli Lon inh	PABP1 MLLE inh	CendR NRP1 mod	bovine MsrA act	SKN-1 block	MT1-MMP act inh	Tb MetRS inh
CC(=O)c1c(C(C)=O)c(C)n(-c2cccc([N+](=O)[O-])c2)c1C
 : 0.7	-8.4	-5.3	7.5	4.3	-10.8	1.2	0.2	-0.8
CCNC(=O)CN1C(=O)NC(Cc2ccccc2)(Cc2ccccc2)C1=O
 : -1.4	-0.9	6.7	-3.3	11.9	0.4	2.2	3.4	-0.1
O=C1CC[C@@H](O)CCN1CC[C@H](Sc1ccccc1)c1ccccc1
 : -1.0	2.8	8.4	4.0	-0.1	-3.4	-2.7	9.1	-0.6
CC(C)(C)C(=O)NC(=S)NNC(=O)C(c1ccccc1)c1ccccc1
 : ·	-8.4	-2.5	-3.2	0.8	-9.6	-0.9	-9.2	-1.1
CCOC(=O)COc1ccc2c(=O)c(-c3ccc(OC)c(OC)c3)c(C(=O)OCC)oc2c1
 : 0.6	-6.6	2.9	12.6	3.2	-8.2	0.0	-4.0	-0.8
COc1ccccc1CCNC(=O)C(=O)NCC1OCCN1S(=O)(=O)c1ccc(C)cc1 (stereo not given)
 : -0.1	-0.9	-20.0	-22.0	5.1	2.2	4.1	3.0	-0.4
COc1ccc(Br)cc1CNC(=O)Cc1cccs1
 : 1.0	1.9	-5.1	-8.8	-1.1	-1.1	-5.2	-5.3	2.8
COc1ccc(S(=O)(=O)Cc2ccc(C(=O)N3CCCC3)o2)cc1
 : 1.2	-5.4	2.3	-11.3	9.3	-1.0	5.4	0.2	0.2
Nc1cccc(Oc2ccc3c(c2)C(=O)N(CCO)C3=O)c1
 : -0.7	-2.3	-2.5	-2.5	3.7	-2.5	10.9	1.1	-1.7
CN(Cc1nc(-c2cnccn2)no1)CC(O)c1ccccc1 (stereo not given)
 : 2.9	-3.2	1.8	15.3	1.6	-2.5	-6.0	-5.9	-0.3
C/C(=N\NC(=O)c1ccc(C)cc1)c1c(C)[nH]n(-c2ccccc2)c1=O
 : 3.0	9.6	-9.8	-3.4	7.7	-4.6	2.8	2.2	-0.4
COc1ccc(S(=O)(=O)Nc2ccccc2C(=O)Nc2nc(-c3ccc(F)cc3)cs2)cc1OC
 : 1.5	36.4	6.4	2.4	2.3	-5.6	1.6	-17.5	-0.5
O=C(NC1CC1)c1ccc(CSCc2cccc(F)c2)o1
 : 0.6	-4.9	-2.9	16.1	-14.2	-2.2	3.7	-0.8	0.2
O=C(c1ccc(Cl)c(S(=O)(=O)N2CCCC2)c1)N1CCN(c2ccc(F)cc2)CC1
 : 0.7	8.2	2.2	4.7	6.7	-4.0	-0.1	0.8	-0.1
Cc1sc2ncnc(N3CCN(Cc4ccccc4)CC3)c2c1-c1ccc(F)cc1
 : 0.5	27.9	1.6	2.4	9.3	-1.8	7.8	-1.3	-0.2
COc1ccc(N2C[C@H](Cc3ccccc3)[C@@H](CC(=O)Nc3ccccc3)C2=O)cc1
 : 1.0	12.4	-14.5	1.3	-3.0	-2.4	-1.6	-0.6	-0.7
Cc1ccc(CC(NC(=O)c2ccc(C)cc2)C(=O)O)cc1 (stereo not given)
 : -0.9	-10.3	-13.8	2.9	-8.6	-5.4	-5.1	4.0	-2.0
Cc1cccc(CNC(=O)C2CCC(=O)N(C3CC3)C2)c1 (stereo not given)
 : -0.7	-5.0	-3.0	3.9	16.6	-2.6	3.4	1.6	-0.1
COc1cccc(C(=O)NN2C(=O)C3C4C=CC(O4)C3C2=O)c1 (stereo not given)
 : 0.1	-5.4	-7.9	11.9	-7.1	-3.8	-15.4	-4.2	-1.0
O=C(O)COc1ccc(NC(=O)c2ccc(NC(=O)c3ccco3)cc2)cc1
 : 1.5	-2.9	-0.7	-5.2	-1.6	-3.5	4.3	0.4	0.1
CC(C)(Oc1ccc(Cl)cc1)C(=O)NC1=NN(c2ccccc2)C(=O)C1
 : 0.2	-2.9	5.6	-6.5	-2.2	-10.1	-4.1	12.3	-1.0
Cn1nnc2cc(C(=O)N3CCN(c4ccccn4)CC3)ccc21
 : -0.3	-1.8	0.9	-4.1	-0.9	-11.2	15.2	4.3	-1.1
Cc1cc(C)n2nc(SCCOc3ccc(F)cc3)nc2n1
 : 1.3	-1.8	-4.0	-6.5	4.4	-3.0	-2.5	2.9	0.4
CCOc1ccc(N2CC(C(=O)N3CCN(c4ccccn4)CC3)CC2=O)cc1 (stereo not given)
 : -0.9	-9.6	-4.2	2.5	-10.2	-6.5	-9.8	5.1	-0.3
COC(=O)C(CO)Nc1ncnc2onc(-c3ccc(F)cc3)c12 (stereo not given)
 : 0.1	-6.3	-13.6	-3.2	3.8	-0.2	5.0	0.3	-0.1
O=c1/c(=C/c2ccc(O)c([N+](=O)[O-])c2)sc2nc3ccccc3n12
 : -0.8	10.3	-5.4	-49.4	-7.9	-1.7	-1.6	2.4	0.6
O=C(N/C(=C/c1cccs1)C(=O)N1CCCCCC1)c1ccccc1
 : 2.2	-2.9	-3.8	1.5	1.5	-9.5	-9.8	5.4	-0.4
O=[N+]([O-])c1cccc(CSc2cccc[n+]2[O-])c1
 : 1.1	-0.9	-3.7	-0.2	-2.5	-2.6	-7.7	-0.1	-0.2
Cc1ccc(N2CCN(C(=O)C(=O)c3cccc(Br)c3)CC2)cc1
 : 0.6	·	·	·	-20.8	·	10.3	·	-0.9
Cc1ccc(C)c(N2CCN(c3ncnc4c3cnn4-c3ccccc3)CC2)c1
 : 0.3	34.0	-7.8	9.5	-7.1	-1.8	-4.0	-1.4	0.1

Entries of single compounds as entered above.
`CCOC(=O)COc1ccc2c(=O)c(-c3ccc(OC)c(OC)c3)c(C(=O)OCC)oc2c1` in the list: MsrA inh: 0.6; FAS TE block: -6.6; E coli Lon inh: 2.9; PABP1 MLLE inh: 12.6; CendR NRP1 mod: 3.2; bovine MsrA act: -8.2; SKN-1 block: 0.0; MT1-MMP act inh: -4.0; Tb MetRS inh: -0.8
`O=C(O)COc1ccc(NC(=O)c2ccc(NC(=O)c3ccco3)cc2)cc1` in the list: MsrA inh: 1.5; FAS TE block: -2.9; E coli Lon inh: -0.7; PABP1 MLLE inh: -5.2; CendR NRP1 mod: -1.6; bovine MsrA act: -3.5; SKN-1 block: 4.3; MT1-MMP act inh: 0.4; Tb MetRS inh: 0.1

Remaining list, next part.
Under each structure: MsrA inh	FAS TE block	E coli Lon inh	PABP1 MLLE inh	CendR NRP1 mod	bovine MsrA act	SKN-1 block	MT1-MMP act inh	Tb MetRS inh
O=C(OCC(=O)c1c[nH]c2ccccc12)c1cccc(S(=O)(=O)N2CCCCCC2)c1
 : 0.8	19.6	-19.4	-10.0	7.0	-2.2	8.4	-0.5	2.2
CC(=O)OC(C(=O)NC1CCCCC1)c1ccccc1 (stereo not given)
 : 0.9	-9.0	-1.3	-1.9	-7.4	-12.4	-3.6	1.2	-1.1
Cc1ccnc(SC2CC(=O)N(c3ccc(Cl)cc3)C2=O)n1 (stereo not given)
 : 0.8	-1.7	0.8	14.4	5.0	-5.2	4.9	0.9	-2.1
O=C(/C=C/c1cccc(C(F)(F)F)c1)NNC(=O)c1ccncc1
 : 0.9	-3.5	2.0	-5.0	6.2	-7.0	8.6	-2.6	-0.5
Cc1ccc(P(=O)(c2ccc(C)cc2)[C@@H](NC(c2ccccc2)c2ccccc2)c2ccccc2)cc1
 : -0.1	28.5	3.1	·	2.7	-1.7	-14.4	-26.8	-0.9
NC1=NC[C@@H](Cc2ccc(O)cc2)N1CCc1cccc(F)c1
 : -0.7	-12.9	4.5	-1.3	1.3	-0.1	-1.9	-0.3	0.0
OC1CCN(c2cc(-c3ccccc3)nc3cc(-c4ccc(F)cc4)nn23)CC1
 : 0.9	5.9	-13.9	3.7	7.5	-2.0	8.6	-11.2	0.1
COc1ccc(NC(=O)C(NC(=O)c2ccccc2)C(C)C)cc1 (stereo not given)
 : -0.1	-2.0	-8.0	3.5	-3.7	-1.5	-9.1	-9.1	-0.4
O=C(c1ccc2c(=O)n(C3CCCC3)c(=S)[nH]c2c1)N1CCN(C2CCCCC2)CC1
 : -0.2	0.9	-2.1	-14.5	-7.8	-2.6	-15.1	0.0	0.0
Cc1ccc(C(C)C)c(OCCCCCN2CCOCC2)c1
 : -1.1	-2.4	0.7	10.7	5.4	-4.0	3.2	1.1	0.4
COc1cc(O)oc1C=Nc1ccc(C(F)(F)F)cc1
 : 1.1	-5.2	2.8	8.5	-0.4	-8.6	-8.5	-2.1	-0.8
Cc1ccccc1CN1CCN(CC2CC2)CC1CCO (stereo not given)
 : 1.8	-6.9	8.3	-4.1	3.7	-1.3	5.0	3.8	-0.5
Cc1cc(S(=O)(=O)N2CCN=C2c2ccccc2)c(C)cc1Cl
 : -1.0	-0.8	-12.1	2.9	-6.2	0.6	23.0	2.1	-0.6
CC1CC(=O)NN1C(=O)c1ccccc1 (stereo not given)
 : -0.8	-4.3	-0.7	-4.2	8.5	-2.5	-6.6	2.7	-0.5
C[C@@H]1CN([C@@H](C)CO)S(=O)(=O)c2ccc(Br)cc2O[C@@H]1CN(C)C(=O)c1ccc(F)cc1
 : 0.9	-7.2	3.3	5.7	-7.4	-1.6	7.4	3.5	-1.3
CCCN(CCC)CCCNC(=S)Nc1ccc2nc3n(c(=O)c2c1)CCCCC3
 : -0.6	5.4	-0.3	8.9	7.9	-7.2	4.3	-7.2	-0.9
CCOc1ccc(C(=O)COC(=O)c2cc(=O)[nH]c3ccccc23)cc1
 : -0.1	2.1	-8.7	3.9	-0.2	-4.5	6.2	1.5	-0.3
CCOC(=O)c1cnc2c(OC)cccc2c1N1CCN(c2ccccc2OC)CC1
 : -0.4	9.8	-1.2	-3.7	-1.0	8.5*	5.7	7.3	-0.6
CCOC(=O)c1c(NC(=O)c2c(Br)cnn2C)c(C#N)nn1-c1ccccc1
 : -0.4	13.4	2.4	2.4	-3.6	-0.7	11.0	-9.7	-0.5
COc1ccc(OC)c(/C=C/C(=O)c2ccc3c(c2)OCO3)c1
 : 0.4	14.9	0.0	-4.4	-12.4	-3.1	7.1	-4.6	-0.3
NC(=O)C1CCN(c2oc(-c3cccs3)nc2S(=O)(=O)c2ccc(Br)cc2)CC1
 : 0.3	3.6	0.6	7.0	2.3	0.9	11.0	-1.8	0.3
Cc1cc(Br)cc(Cl)c1OCC(=O)NC(=O)NCc1ccccc1
 : -1.5	-2.2	-0.1	-8.2	-2.2	-1.0	1.3	-1.6	-0.3
CCOC(=O)C(Cc1ccc(NC(=O)/C(=C/c2ccccc2)NC(=O)c2ccccc2)cc1)N1C(=O)c2ccccc2C1=O (stereo not given)
 : 2.7	6.3	4.3	-2.9	2.9	-2.2	15.8	3.6	0.4
O=C(NC1CCCC1)C(c1ccccn1)N(Cc1ccccc1F)C(=O)c1csnn1 (stereo not given)
 : 0.9	-7.7	3.1	21.9	-0.1	-1.1	13.1	-0.6	-0.5
CC1CCCN(C(=O)CCc2nnc(-c3ccc4c(c3)OCO4)o2)C1 (stereo not given)
 : -0.1	-3.3	2.0	-2.4	12.5	-1.1	13.9	2.9	-0.2
CCOC(=O)N1CCN(S(=O)(=O)c2cccc3cccnc23)CC1
 : -0.7	-5.3	1.2	-5.0	13.1	1.1	-9.5	3.5	-0.7
CCC(c1nnnn1CC1CCCO1)N(CCCO)Cc1cc2cccc(C)c2[nH]c1=O (stereo not given)
 : 0.0	-8.4	11.3	25.0	-8.4	-4.0	-1.8	2.8	-0.5
CN(C(=O)CCl)C1CCCc2ccccc21 (stereo not given)
 : -0.9	-4.2	2.8	6.4	3.1	-16.3	-19.3	-2.4	-1.4

From PubChem
